Source: PubChem
Bcl-xL primary = inhibitors of human Bcl-xL, primary screen, biochemical, fluorescence polarization, HTS; Bcl-2-like protein 1 (Homo sapiens), Q07817; GST-Bcl-xL / FITC-Bim BH3 peptide fluorescence polarization; inhibition, % at 10.9 µM; 320,000 compounds, 0.7% hits; AID 2129, 2009;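 active = inhibition above the mean of all tested compounds plus 3 SD, cutoff set per campaign, cut at about 30% in these data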;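 also: 0% = DMSO wells and 100% = unlabeled Bim-BH3 peptide competitor; inhibitors lower millipolarization by displacing the labeled peptide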
Target sequence (Q07817 whole entry, looked up): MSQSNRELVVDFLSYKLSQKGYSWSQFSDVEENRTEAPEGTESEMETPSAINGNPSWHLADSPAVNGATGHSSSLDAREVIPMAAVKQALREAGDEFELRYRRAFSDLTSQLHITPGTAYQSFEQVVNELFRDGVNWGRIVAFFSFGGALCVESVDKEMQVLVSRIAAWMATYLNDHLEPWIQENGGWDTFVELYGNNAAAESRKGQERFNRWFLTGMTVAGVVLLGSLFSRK
Fam108B inh = mouse Fam108B serine hydrolase inhibitors, primary screen, counter-screen for RBBP9 inhibitor project, biochemical, fluorescence polarization; inhibition, % at 9.51 µM; 300,000 compounds, 0.33% hits; recombinant Fam108B, FP-Rh probe fluorescence polarization;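 active = inhibition above the screen mean inhibition plus 3 SD, computed separately per campaign, cut at about 18% in these data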;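 also: inhibitors lower polarization as less probe binds the enzyme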
PAD4 inh = human PAD4 inhibitors, primary screen, biochemical, fluorescence polarization, 1536-well format; Protein-arginine deiminase type-4 (Homo sapiens), Q9UM07; recombinant PAD4, RCA probe fluorescence polarization; inhibition, % at 6.36 µM; 330,000 compounds, 0.41% hits;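 active = percent inhibition above a cutoff equal to the mean of all tested compounds plus 3 SD, cut at about 15% in these data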;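 also: 0% = PAD4 with RCA probe and DMSO and 100% = probe without PAD4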
PME-1 inh = PME-1 inhibitors via competitive probe labeling, primary screen, biochemical, fluorescence polarization, FP-Rh probe, HTS. Protein phosphatase methylesterase 1 (Homo sapiens), Q9Y570. recombinant PME-1. inhibition, % at 5.9 µM. 320,000 compounds, 0.53% hits;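 active = inhibition above the campaign mean of all compounds plus 3 SD, cut at about 26% in these data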;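 also: competitive labeling of PME-1 active site by serine hydrolase directed probe; 0% = PME-1 with DMSO and 100% = wells lacking PME-1 enzyme; inhibitors block probe labeling so polarization falls and inhibition rises; many of its hits are not listed in these tables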
Target sequence (Q9Y570 whole entry, looked up): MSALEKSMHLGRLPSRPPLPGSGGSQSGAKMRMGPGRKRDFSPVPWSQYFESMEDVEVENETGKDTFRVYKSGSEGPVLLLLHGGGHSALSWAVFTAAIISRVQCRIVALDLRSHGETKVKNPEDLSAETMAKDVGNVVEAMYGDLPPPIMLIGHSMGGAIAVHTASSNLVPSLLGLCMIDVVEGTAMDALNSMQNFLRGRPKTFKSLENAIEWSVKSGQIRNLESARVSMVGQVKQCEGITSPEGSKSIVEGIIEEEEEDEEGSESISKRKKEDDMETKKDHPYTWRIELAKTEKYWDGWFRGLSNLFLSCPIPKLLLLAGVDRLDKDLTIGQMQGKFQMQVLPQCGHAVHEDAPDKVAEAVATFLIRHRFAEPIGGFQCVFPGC
GLD-1 TGE inh = GLD-1/TGE RNA complex disruptors, primary screen, biochemical, fluorescence polarization. Female germline-specific tumor suppressor gld-1 (Caenorhabditis elegans), Q17339. purified GLD-1 + fluorescein TGE RNA. inhibition, % at 5.96 µM. 320,000 compounds, 0.44% hits. AID 2280, 2010;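 active = percent inhibition above a per-plate cutoff, the plate mean of test compounds plus 3 SD, cut at about 30% in these data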;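 also: 0% = DMSO wells with GLD-1 and probe and 100% = wells lacking GLD-1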
TPT1 inh = Candida albicans TPT1 enzyme inhibitors, primary screen, biochemical, fluorescence polarization | 300,000 compounds, 0.81% hits | AID 1962, 2009 | inhibition, % at 5 µM | recombinant caTPT1, FP RNA substrate dephosphorylation | tRNA 2'-phosphotransferase TPT1 (Candida albicans SC5314);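 active = inhibition above the mean of all tested compounds plus 3 SD, set per screening campaign, cut at about 24% in these data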;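 also: plate controls were DMSO alone for no effect and ferristatin control at 100 nM for full effect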
GSTO1 inh = inhibitors of recombinant GSTO1, primary screen, counter-screen for RBBP9 inhibitor project, biochemical, fluorescence polarization; Glutathione S-transferase omega-1 (Homo sapiens), P78417; activity-based probe fluorescence polarization; inhibition, % at 5.96 µM; 300,000 compounds, 1.1% hits;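 active = inhibition above the campaign mean inhibition plus 3 SD, cut at about 35% in these data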;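 also: 0% = GSTO1-1 with DMSO and 100% = wells lacking GSTO1-1 enzyme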
Target sequence (P78417 whole entry, looked up): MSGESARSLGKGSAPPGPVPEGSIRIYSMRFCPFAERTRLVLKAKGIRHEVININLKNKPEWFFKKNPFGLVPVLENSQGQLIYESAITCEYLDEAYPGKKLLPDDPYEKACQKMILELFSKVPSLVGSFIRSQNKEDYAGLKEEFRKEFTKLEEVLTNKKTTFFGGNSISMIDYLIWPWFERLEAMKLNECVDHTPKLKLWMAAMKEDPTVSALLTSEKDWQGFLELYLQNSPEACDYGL
MCL1-BIM inh = inhibitors of MCL1 binding to BIM-BH3, primary screen, biochemical, fluorescence polarization. Induced myeloid leukemia cell differentiation protein Mcl-1 (Homo sapiens), Q07820. GST-MCL1 / FITC-Bim-BH3 fluorescence polarization. inhibition, % at 10.9 µM. 320,000 compounds, 0.68% hits;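 active = inhibition above the mean inhibition of all tested compounds plus 3 SD, set per campaign, cut at about 40% in these data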;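 also: 0% = DMSO wells and 100% = unlabeled Bim-BH3 peptide control; higher means more loss of mP so more displacement of Bim peptide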
MEX-5 binding = MEX-5 zinc finger RNA-binding disruptors – biochemical, C. elegans, fluorescence polarization, MLPCN library, primary screen | Zinc finger protein mex-5 (Caenorhabditis elegans), Q9XUB2 | MEX-5/FITC-TCR2 RNA binding; active compounds read low | activity score (negative = inhibition of binding), % at 10 µM | 300,000 compounds, 0.38% hits;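 active = inhibition past about -25% in most replicates, and total fluorescence under double the plate's negative control median, limit read from the data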;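 also: 0% = DMSO and -100% = 5 µM competing unlabeled TCR2 RNA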
Starred values were filed as active, the others as inactive; · = no result given. The list is partial, so the mix of outcomes need not match the whole.

Molecule,Fam108B inh,MCL1-BIM inh,MEX-5 binding,PME-1 inh,PAD4 inh,Bcl-xL primary,GLD-1 TGE inh,TPT1 inh,GSTO1 inh
COC(=O)CN(c1ccc2c(c1)OCO2)S(=O)(=O)c1c(C)[nH]c(=O)[nH]c1=O,3,6,0.5,-5,3,3,2,-4,-6
COc1ccc(C)cc1NC(=O)CN1C(=O)COc2ccc(S(=O)(=O)N3CCC(C)CC3)cc21,0,1,3.7,-1,1,-2,-2,-3,4
Cc1cccc(OCc2nnc(SCC(=O)c3ccccc3)o2)c1,4,3,2.6,-1,-4,-1,-9,-4,20
CN1CCN(S(=O)(=O)c2ccc(N)cc2)CC1,-2,-3,1.8,-2,-1,-2,5,-3,0
CC(=O)N1CCCc2cc(S(=O)(=O)N3CCCC(C(=O)Nc4ccccc4C)C3)ccc21 (stereo not drawn),-1,-2,1.5,2,-2,1,5,-1,0
Cc1ccc(C2C(=O)N(C3CCCC3)CC(=O)N2CC2COc3ccccc3O2)cc1 (stereo not drawn),-1,3,0.3,-3,-4,5,6,-1,-1
CCN(CC)c1nc(C(F)(F)F)nc2c1nnn2Cc1ccccc1,4,4,0.4,5,-6,2,3,-3,2
COc1cc(CCCN2CCNC[C@@H]2Cc2ccc(O)cc2)cc(OC)c1OC,0,4,0.8,3,-3,3,6,1,0
COc1ccccc1C(=O)NCCCNC(=O)c1cnccn1,0,-4,0.2,-2,0,0,0,-2,5
C=CCn1c(SCCN2CCOCC2)nc2c1c(=O)[nH]c(=O)n2C,0,8,1.4,4,1,10,1,0,-2
O=C(Nc1ccccc1F)N(Cc1ccc(F)cc1)Cc1nc2ccccc2c(=O)[nH]1,4,0,0.5,-1,-2,-2,-7,-2,0
CC(C)C(=O)Nc1ccc(-c2nc3ncccc3o2)cc1,-2,10,1.5,0,1,5,8,-1,-4
CS(=O)(=O)Nc1ccc(C(=O)NC2CC3CCC2C3)cc1 (stereo not drawn),7,2,-1.7,-2,-4,3,2,-4,2
CCCC/S(C)=N/S(=O)(=O)c1ccc(C)cc1 (stereo not drawn),-2,-7,1.1,3,-6,0,-1,1,4
O=S(=O)(NC1CC1)c1ccc(S(=O)(=O)N2CCCc3ccccc32)cc1,-1,32,1.9,5,0,22,5,-6,3
Cc1c(CN(C)C)c2c(n1Cc1ccccc1)C(=O)c1ccccc1-2,2,6,-6.4,1,3,2,0,-2,4
Cc1ccccc1CN(c1ccc(C(=O)Nc2cccnc2)cc1)S(C)(=O)=O,0,-1,2.0,7,-2,4,1,-4,-1
CC(Sc1nnc2ccccn12)C(=O)Nc1ccc2c(c1)OCCO2 (stereo not drawn),3,5,1.6,6,-2,-7,-1,-2,-1
Cc1cccc(-n2ncc(C#N)c2N)c1,-2,0,1.4,1,-1,-1,5,-1,3
CCCCn1c(N)c(N(C)C(=O)C2CCCC2)c(=O)[nH]c1=O,·,-14,·,1,-3,-4,4,·,·
O=C(Nc1cccc(S(=O)(=O)NCc2ccco2)c1)c1cc(-c2ccc(F)cc2)nc2ccccc12,-34,2,0.0,-71,-4,1,7,-6,-20
CC(Sc1nnc(C2CC2)n1C1CC1)C(=O)Nc1cccc(S(=O)(=O)N(C)C)c1 (stereo not drawn),·,7,·,11,2,7,-6,·,·
COCCN1CCC(CNCc2cn(-c3cc(C)ccc3C)nc2-c2ccccc2)C1 (stereo not drawn),2,14,-19,-3,-3,10,5,1,-2
COc1ccc(Nc2nc(N)nc(CSC(=S)N3CCN(c4ccccc4)CC3)n2)cc1,1,-5,-2.1,3,0,1,-1,2,-2
COc1cccc(NC(=O)c2ccc(S(=O)(=O)N3CCCCC3)cc2)c1,-2,3,1.4,-3,2,-1,4,-1,-2
Cc1cc(C(=O)OCCO)c(C#N)c(N)n1,0,-8,-0.7,-4,4,-4,1,8,0
CC(=O)c1ccccc1NC(=O)c1cc(S(=O)(=O)N2CCOCC2)ccc1N1CCCC1,·,9,·,-2,5,5,-5,·,·
CCC1CCCCN1C(=O)COc1ccc2c3c(c(=O)oc2c1)CCC3 (stereo not drawn),·,1,·,-2,0,-5,1,·,·
Cc1cccc(Nc2nnc(SCC(=O)NC3CCCc4ccccc43)s2)c1C (stereo not drawn),-6,-5,0.5,12,0,1,1,2,1
CC(=O)NC1C(=O)N(CC(C)C)c2ccccc21 (stereo not drawn),0,6,-2.1,5,-1,6,7,-3,0
O=C(NCc1ccccn1)c1ccccc1OCc1ccc(Cl)cc1Cl,·,7,·,2,2,1,-2,·,·
O=C(COc1ccc(Br)cc1)NCCN1CCCC1,0,-1,-0.9,4,0,-2,2,-1,5
COc1ccc(Cl)cc1N(C(=O)c1ccco1)C(C(=O)NC1CCCC1)c1cccnc1 (stereo not drawn),1,1,2.9,4,2,4,4,0,1
CC(=N/O)/C(=N\O)c1ccc(C)o1,-2,-8,0.4,-1,-1,-3,-2,2,-11
O=c1[nH]c2ccc(NCc3ccc(F)cc3)cc2[nH]1,5,8,-13,-2,-13,2,-2,-1,-9
CC(C)c1ccc(CNc2ncc(Br)cn2)cc1,1,-7,-1.5,-5,-2,0,-7,-1,0
CN(C)/C=C/C(=O)c1ccc(Br)cc1,3,-4,-1.5,3,2,-1,0,2,1
CCCn1c(C2CC(=O)N(c3ccc(C)cc3)C2)nc2ccccc21 (stereo not drawn),-1,5,0.2,3,-1,17,2,-3,-6
C=CCN1C(=O)c2ccc(C(=O)N3CCN(S(=O)(=O)c4ccccc4Br)CC3)cc2C1=O,-2,-1,1.6,-1,-3,-1,2,1,-6
Cn1cnc(S(=O)(=O)Nc2ccccc2N2CCOCC2)c1,-3,1,-0.4,-8,-4,-1,2,-1,-10
CCCC(C)C(=O)Nc1ccccc1C(=O)OCC (stereo not drawn),-1,-2,-0.4,-4,-4,-3,-3,2,5
Cc1cc(C)n(CC(O)COc2ccc(F)cc2)n1 (stereo not drawn),-8,-4,-1.6,-10,4,-3,-1,-4,0
CCOCCCNC(=S)N(CCCN(C)C)Cc1cc2cc3c(cc2[nH]c1=O)OCCO3,1,10,1.7,3,-2,10,-3,-3,11
CC(CCc1ccccc1)NC(=O)/C=C/c1ccccc1 (stereo not drawn),0,4,-0.5,0,1,6,6,-6,6
CCn1cc(S(=O)(=O)Nc2nc3ccc(OC)cc3s2)cn1,-3,6,1.1,2,-2,1,4,-1,-1
Nc1ncnc2c1ncn2CCc1ccccc1,-3,-5,1.9,0,2,1,2,1,5
CCN(CC)CCOC(=O)c1ccc(NC(=O)C(C)NC(=O)C23CC4CC(CC(C4)C2)C3)cc1 (stereo not drawn),1,4,2.0,1,3,2,-5,3,3
CN(/N=C/c1ccncc1)C1=NS(=O)(=O)c2ccccc21,-3,-2,1.1,2,1,5,0,1,6
Cc1nc(C)c2c(=O)cc(-c3ccccc3)[nH]c2n1,0,10,0.1,1,4,7,6,-4,8
O=C(CSc1nnc(CNC(=O)c2c(F)cccc2Cl)o1)Nc1ccc2c(c1)OCCO2,1,7,0.3,8,1,2,0,-4,7
CCOC(=O)c1cc2c(nc1N)CC(C)(C)OC2,-3,-6,-3.3,-5,-2,4,5,4,8
COc1cccc(-c2csc(NC(=O)Oc3ccccc3)n2)c1,4,-2,0.7,2,8,-5,5,-4,2
Cc1cc(C)nc(SCC(=O)N/N=C/c2cccs2)n1,8,7,2.6,5,-7,9,-2,0,1
Nc1cc(N)nc(SCC(=O)NCc2ccco2)n1,-4,2,1.1,3,-2,0,7,0,11
COc1ccc(S(=O)(=O)NC(C)C)cc1C(=O)NC1CCCCC1,-1,10,1.6,-10,1,4,4,0,0
COc1ccc(NC2CC(=O)N(C)C2=O)cc1 (stereo not drawn),4,13,-1.4,0,-3,15,4,0,5
CC(C)(C)c1ccc(C(CC(=O)O)NC(=O)Cc2ccc(Cl)cc2)cc1 (stereo not drawn),-4,-1,-0.1,-9,-1,4,-3,-1,8
CCOc1ccc(CNC(=O)CCn2c(=O)oc3ccccc32)cc1,3,-6,-0.1,-6,1,-3,-12,5,0
Cc1cc(C)cc(OCC(=O)N(C)CC(=O)Nc2ccc(Cl)c(C(F)(F)F)c2)c1,·,0,·,-8,3,3,1,·,·
CCOc1c2ccc(C(=O)NCc3ccc(C)cc3)cc2nn1CCOC,5,10,1.6,-1,-1,5,-1,-1,5

Other entries.
Molecule,Fam108B inh,MCL1-BIM inh,MEX-5 binding,PME-1 inh,PAD4 inh,Bcl-xL primary,GLD-1 TGE inh,TPT1 inh,GSTO1 inh
Fc1ccc(OCCOCCNCC2CCCO2)cc1 (stereo not drawn),4,9,2.3,-1,1,1,-1,7,2
Cn1c(-c2cccc([N+](=O)[O-])c2)cnc1NCc1cccc(F)c1,3,0,0.1,3,-2,-1,-2,1,3
Cc1cc(Nc2ccc(N(C)C)cc2)n2ncnc2n1,-3,17,-0.2,1,-7,6,4,0,3
CCCOc1ccc(-c2c(C(=O)N/N=C/C3CC=CCC3)nnn2-c2nonc2N)cc1 (stereo not drawn),-1,-3,-1.6,-5,-3,3,1,0,-1
Cc1c(C(=O)NCc2ccccn2)oc2ccc(S(=O)(=O)N3CCOCC3)cc12,2,25,-4.2,5,6,18,10,-13,4
O=C(CNC(=O)c1ccc(Br)cc1)OCc1cc([N+](=O)[O-])cc2c1OCOC2,1,3,-0.8,5,-1,-2,4,-4,-1
CN(c1ccc(C(=O)NCCSCc2ccc(Cl)cc2)cc1)S(=O)(=O)c1ccccc1,-16,-3,2.4,-21,-8,0,7,1,-10
COc1ccc(/C=N/NC(=O)CCn2nc(C)cc2C)cc1,0,0,4.9,4,-4,2,-1,-3,-4
O=[N+]([O-])c1cc(S(=O)(=O)Nc2ccccc2)ccc1-n1nnc2ccccc21,-1,-10,2.2,12,-7,0,3,-1,-11
Fc1ccc(C(CCCn2nnc(-c3cccnc3)n2)c2ccc(F)cc2)cc1,-8,6,-0.4,-7,-5,6,2,0,-10
COc1ccc(/C=N/n2c(-c3ccc(C)cc3)n[nH]c2=S)cc1OC,0,-17,2.1,1,7,-26,8,1,-10
CN(C)S(=O)(=O)c1ccc(C(=O)NCCS(=O)(=O)N2CCN(c3ccc(F)cc3)CC2)cc1,0,-1,1.3,-4,3,0,2,0,-4
COc1ccc(CNC(=O)C(C)N(Cc2ccco2)C(=O)c2snc(C(N)=O)c2N)cc1 (stereo not drawn),3,2,0.2,0,-2,6,8,-2,6
CCOC(=O)N1CCN(C(=O)c2cc(COc3cccc(C(F)(F)F)c3)on2)CC1,5,5,-2.9,4,3,4,1,1,1
O=C(CSc1nccc(=O)[nH]1)Nc1cccc(S(=O)(=O)N2CCOCC2)c1,2,5,0.3,5,3,4,-5,-6,-3
CC(C)(C)NC(=O)C1Cc2ccccc2CN1 (stereo not drawn),-1,7,-2.7,4,-6,7,5,-5,-1
